Compound activity: PubChem BioAssay, National Center for Advancing Translational Sciences (NCATS)
PI4K2A inh – PI4K2A (human) kinase inhibition; purified PI4K2A, ADP-Glo luminescence, 1 h; stronger effect = lower value; hit rate 0.13% among 420,000; activity change, negative = inhibition, % at 76.9 µM; Q9BTU6; in the data active = activity change below about -50%; inconclusive = mostly about -30% to -49%;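 note: -100% = wells without enzyme as full effect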
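In this quantitative HTS, ADP production by PI4K2A was quantified luminescently after 1 h at ambient temperature; 100 microM adenosine served as plate-quality control.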
USP1 inh – inhibitors of human USP1/UAF1 deubiquitinase. Potency, µM (doses to about 57.1 µM), inactives show top-dose activity change, negative = inhibition, most hits filed as inhibitors. hit rate 0.23% among 390,000. AID 743255. recombinant USP1/UAF1, Ub-Rhodamine cleavage fluorescence. O94782; note: potency is the fitted concentration of half-maximal effect; % is set by controls: 0 for no effect and ±100 for the full control effect; nearly all actives have a fitted effect of over 60% in size; inactives centre near -12
Target sequence (O94782 whole entry, looked up): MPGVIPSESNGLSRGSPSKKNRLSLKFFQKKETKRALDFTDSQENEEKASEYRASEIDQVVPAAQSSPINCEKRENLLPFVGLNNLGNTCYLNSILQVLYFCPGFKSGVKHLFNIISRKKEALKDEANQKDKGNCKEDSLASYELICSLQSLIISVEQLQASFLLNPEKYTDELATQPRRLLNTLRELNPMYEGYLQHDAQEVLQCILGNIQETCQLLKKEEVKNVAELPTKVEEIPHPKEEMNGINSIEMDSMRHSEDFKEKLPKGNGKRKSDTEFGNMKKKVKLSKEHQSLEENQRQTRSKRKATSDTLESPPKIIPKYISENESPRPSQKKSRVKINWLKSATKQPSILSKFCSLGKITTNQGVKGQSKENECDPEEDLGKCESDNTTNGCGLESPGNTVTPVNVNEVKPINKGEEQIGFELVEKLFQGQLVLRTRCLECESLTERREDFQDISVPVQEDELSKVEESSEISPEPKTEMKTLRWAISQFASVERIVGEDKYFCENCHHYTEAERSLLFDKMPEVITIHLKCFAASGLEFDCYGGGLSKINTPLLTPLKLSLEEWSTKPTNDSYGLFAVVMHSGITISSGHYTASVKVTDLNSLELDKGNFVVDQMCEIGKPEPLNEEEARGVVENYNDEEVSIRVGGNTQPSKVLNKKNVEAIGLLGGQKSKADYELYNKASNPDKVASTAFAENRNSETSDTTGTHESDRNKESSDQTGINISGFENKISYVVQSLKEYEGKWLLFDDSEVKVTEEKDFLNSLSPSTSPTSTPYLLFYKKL
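USP1/UAF1 complex at 1 nM was preincubated with compound for 15 min at room temperature, then Ub-Rho substrate (150nM final) was added. Fluorescence (480/540 nm) was read kinetically, 6 reads every 60 seconds.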
TrxR1 substrate – substrates of rat thioredoxin reductase 1; AID 588456; hit rate 0.01% among 390,000; O89049; purified TrxR1 substrate turnover, NADPH consumption readout; Potency, µM (doses to about 114 µM), inactives show at the top dose activity change, negative = substrate turnover; note: potency is the fitted concentration of half-maximal effect; % is set by controls: 0 for no effect and ±100 for the full control effect; nearly all actives have a fitted effect of over 50% in size
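Rat TrxR1, dispensed at 90 nM, was prereduced with 400 uM NADPH (final) for 5 min at ~22 deg C, then incubated with compound 15 min before 400 uM selenite. A first-read NADPH fluorescence drop versus no-compound background flagged substrates.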
Vif-A3F inh – blocks the Vif interaction with APOBEC3F; HeLa A3F-eYFP + Vif (tagged APOBEC3F with the HIV-1 protein that degrades it), YFP fluorescence increase; hit rate 0.2% among 390,000; Potency, µM (series often up to 46.1 µM), without a hit: at the top dose activity, negative = active; note: potency is the fitted concentration of half-maximal effect; % of control where 0% means no effect; nearly all actives have a fitted effect of over 65% in size
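HeLa cells stably expressing Vif plus C-terminally eYFP-tagged A3F were seeded, incubated overnight at 37 deg C, dosed with compound, incubated overnight again at 37 deg C. Yellow fluorescence (Ex 488/Em 500-530) reported blocked Vif-mediated A3F-eYFP degradation.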
GRP78 ERSR act – inducers of ER stress response in human glioma cells; Potency, µM, inactives show at the top dose activation, actives largely listed as activators; AID 602332; hit rate 0.02% among 420,000; U87-MG GRP78 promoter luciferase reporter, 16 h; note: potency is the fitted concentration of half-maximal effect; series mostly up to about 76 µM; % of control where 0% means no effect; nearly all actives have a fitted effect of over 35% in size
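Stably transfected U87-MG glioma cells carrying a GRP78-based luciferase sensor; 16 h compound incubation. Luminescence end-point read 10 min after Bright-Glo addition at room temperature.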
LDHA inh – blocks human lactate dehydrogenase A; purified LDHA, NADH/diaphorase-resazurin fluorescence; stronger effect = lower value; AID 1347041; activity change, % (values are at about 110 or 230 µM); hit rate 0.15% among 480,000; P00338; in the data active = activity change below about -30%; inconclusive = mostly about -25% to -30%;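 note: plate controls were DMSO wells for no effect and wells without enzyme for full effect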
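Resorufin fluorescence (ex540/em590), read at 0 and 20 min after diaphorase/resazurin addition, reports the NADH left after a 5 min room-temperature reaction of 2 nM human LDH5 with 0.06 mM NADH and 0.2 mM pyruvate.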
Vif-APOBEC3G blk – inhibitors of Vif-APOBEC3G interaction | HeLa A3G-eYFP + Vif (tagged APOBEC3G with the HIV-1 protein that degrades it), YFP fluorescence, overnight | Potency, µM (doses to about 46.1 µM), without a hit: at the highest dose activity, negative = active, most hits filed as inhibitors | hit rate 0.076% among 410,000 | AID 602310;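 note: potency is the fitted concentration of half-maximal effect; % is set by controls: 0 for no effect and ±100 for the full control effect; nearly all actives have a fitted effect of over 60% in size; hits raise eYFP signal because A3G escapes Vif-driven loss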
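HeLa cells stably expressing Vif and C-terminally eYFP-tagged A3G, seeded overnight at 37 deg C, then exposed to compound by pintool overnight at 37 deg C. Rise in yellow fluorescence (Ex 488/Em 500-530, Acumen) marks blocked Vif-driven A3G degradation.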
RXFP1 ag – RXFP1 (human) receptor agonism; Potency, µM (top dose mostly 57.5 µM), inactives show top-dose activation, hits mostly activators; HEK293T-RXFP1 cAMP TR-FRET, 30 min; response scale: percent of porcine relaxin response, buffer zero; AID 2676; hit rate 0.3% among 370,000; Q9HBX9; note: potency is the fitted concentration of half-maximal effect; % is set by controls: 0 for no effect and ±100 for the full control effect; nearly all actives have a fitted effect of over 60% in size; many of its hits are not listed in these tables
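HEK293 cells stably expressing RXFP1, treated 30 min at 37C with compounds plus PDE4 inhibitor Ro 20174; cAMP measured by HTRF TR-FRET. Normalized to buffer and 29 nM porcine relaxin; EC50 by Hill fit.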
IDH1 R132H inh – human IDH1 R132H inhibition; hit rate 0.093% among 390,000; Potency, µM (top dose mostly 76.6 µM), inactives show top-dose activity change, negative = inhibition, usual class: inhibitors; IDH1-R132H enzyme, NADPH consumption, diaphorase/resazurin fluorescence; AID 602179; note: potency is the fitted concentration of half-maximal effect; % is set by controls: 0 for no effect and ±100 for the full control effect; nearly all actives have a fitted effect of over 65% in size
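IDH1-R132H (0.5 ug/mL) preincubated 30 min with compound, then NADPH (0.016 mM) and alpha-KG (2 mM) added; 80 min at RT, pH 7.5. Remaining NADPH coupled via diaphorase/resazurin to fluorescence (540/590 nm); concentration-response curves normalized to no-enzyme control.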
* marks the source's active call; other numbers are inactive results; ? = inconclusive; . = not tested or not shown; [ ] = dose if it differs, or a comment. Unless noted, calls come from the whole dose curve; as a rule, active = well fitted curve in the direction sought with a large enough effect; inconclusive = small, poorly fitted or top-dose-only effect, or another doubt; inactive = no such curve, though single readings can be large; an effect the other way counts as inactive or inconclusive.

SMILES	USP1 inh	Vif-APOBEC3G blk	TrxR1 substrate	GRP78 ERSR act	RXFP1 ag	PI4K2A inh	LDHA inh	Vif-A3F inh	IDH1 R132H inh
OCC(O)[C@@H](O[C@H]1O[C@H](CO)[C@@H](O)[C@H](O)[C@H]1O)[C@H](O)[C@@H](O)CO (some centres undefined)	-7%	0%	-6%	-1%	0.7%	0	-13	0%	-7%
Cn1c(SCC(=O)Nc2ccc3cn[nH]c3c2)nnc1-c1cccs1	3%	-10%	-4%	6%	1.0%	8	1	-2%	2%
COc1ccccc1OCCC(=O)NCc1ccc2c(c1)OCO2	-10%	2%	8%	3%	0.4%	0	-5	1%	-6%
COC(=O)c1ccccc1NC(=O)CSc1ncn[nH]1	-9%	2%	2%	-6%	0.0%	2	-9	15%	-3%
COc1nnc(-c2ccc(N3CCCCC3)c(NC(=O)c3ccc(Cl)cc3)c2)c2ccccc12	-8%	1%	0%	-1%	1.4%	7	-3	-3%	2%
CC(=O)N(C(C)=O)n1c(/C=C/c2ccc([N+](=O)[O-])cc2)nc2ccccc2c1=O	?	-26%	1%[57.1 µM]	-6%	4.7%	7	-12	-3%	13%
C=CCn1c(C)csc1=Nc1ccc(C(C)=O)cc1	-5%	-4%	3%	9%	1.4%	2	-6	13%	-4%
Cc1oc2c(CN3CCCCC3)c(O)ccc2c(=O)c1-c1ccc(Br)cc1	-17%	1%	156%[activator]	-1%	4.4%	2	2	-10%	4%
CCc1ccc(/C=N/NC(=O)c2cc(C3CC3)nc3ccccc23)s1	-8%	-21%	0%	-3%	2.1%	-2	2	.	2%
Cc1ccc(C)c(NC(=O)CSc2nnc(-c3ccccc3)n2N)c1	-2%	-1%	10%[57.1 µM]	1%	0.2%	0	2	-6%	1%
CN1C(=O)C(O)(CC(=O)c2cccs2)c2ccccc21 (centres undefined)	-16%	1%	-1%	-2%	-1.6%	4	-3	0%	8%
COc1ccc(S(=O)(=O)N2CCCC(C(=O)NCc3ccccn3)C2)cc1 (centres undefined)	-11%	2%	5%[57.1 µM]	-1%	0.3%	-6	-2	1%	4%
CNC(=S)N/N=C(\C)c1ccc(C(C)(C)C)cc1	-3%	4%	-9%	-1%	0.4%	-1	-6	-7%	1%
Cc1ccc(NC(=O)CN2CCN(C)CC2)cc1Br	-8%	-3%	2%	-1%	0.0%	2	-15	1%	12%
CCOc1ccc(-c2nc(CSCC(=O)NC3CCCc4ccccc43)c(C)o2)cc1 (centres undefined)	-23%	0%	11%	2%	0.3%	-1	8	8%	-2%
CSc1nc(C)nc(N/C=C(\C#N)S(=O)(=O)c2ccccc2Cl)n1	-16%	5%	6%[57.1 µM]	-3%	0.0%	1	-2	-14%	1%
CN(C)S(=O)(=O)c1cccc(NC(=O)c2cccc(S(=O)(=O)N3CCc4ccccc43)c2)c1	-12%	-2%	-8%	-2%	0.0%	-2	-1	14%	-2%
COc1cccc2c(=O)n(CC(=O)Nc3ccccc3)ccc12	-26%	-3%	0%	-1%	4.0%	-4	-13	2%	-10%
Cc1ccc2[nH]c3c(c2c1)CCCC3C(N)=O (centres undefined)	4%	-3%	-8%	1%	2.1%	-4	14	0%	2%
Cc1cc(Br)ccc1NC(=O)CN(C)C(=O)c1cccc(S(=O)(=O)N2CCN(C)CC2)c1	-14%	4%	-2%	-5%	.	6	-11	-7%	-9%
COC(=O)c1ccccc1NC(=O)COC(C)=O	?	-8%	0%	5%	0.7%	1	2	-6%	6%
O=C(CSc1nnc(CNC(=O)c2cccs2)o1)Nc1cccc(C(F)(F)F)c1	-11%	3%	-5%	4%	0.5%	-5	1	-3%	4%
Cc1cc(C)cc(N(C(=O)Cn2nnc3ccccc32)C(C(=O)NCc2ccco2)c2ccncc2)c1 (centres undefined)	-14%	0%	-2%	3%	4.4%	0	-6	-2%	-1%
Cc1nc(N2CCOCC2)nc(Oc2ccccc2F)c1[N+](=O)[O-]	-18%	3%	7%[57.1 µM]	-4%	-4.0%	3	-2	2%	0%
Cc1nc2ccccc2c(=O)n1-c1cccc(NC(=O)c2cccs2)c1	-5%	-1%	2%	0%	0.0%	-1	-4	10%	-1%
Cc1ccc(CNC(=O)COC(=O)c2cc(=O)[nH]c3ccccc23)cc1	-10%	-2%	0%	0%	.	2	-9	-2%	30%[activator]
Cc1nc2ccc(NC(=O)c3ccco3)cc2nc1C	-4%	3%	6%	-3%	9.7%	3	-2	-6%	5%
CC1CCCC(NC(=O)COC(=O)COc2ccccc2Cl)C1C (centres undefined)	-15%	-3%	8%[57.1 µM]	-3%	3.7%	-1	-8	3%	2%
CCOC(=O)c1cc2c(=O)n3ccccc3nc2n(Cc2ccco2)c1=NC(=O)c1ccc(C(C)(C)C)cc1	-13%	-3%	22%	-2%	2.1%	1	3	0%	0%
CCOC(=O)CNC(=O)CSc1nc(-c2cccc(C)c2)ns1	-19%	0%	-6%	11%	-1.7%	1	1	15%	4%
ClC(Cl)c1nnc(-c2ccccc2)c(-c2c[nH]c3ccccc23)n1	-17%	-13%	-8%	-2%	2.5%	4	-2	-4%	3%
Cc1cccc(NC(=O)CSc2nnc(C)c(=O)n2N)c1	-17%	-4%	9%[57.1 µM]	-1%	1.0%	1	-4	1%	1%
CCCOc1ccc2c(CC)cc(=O)oc2c1C	-5%	-6%	92%[activator]	0%	0.9%	1	-3	7%	4%
O=C(C1CCCCC1)N(CCN1CCCC1)c1nc2ccccc2s1	-7%	2%	0%	7%	0.9%	8	-2	-8%	4%
CC(C)C12CCC(C(=O)O)C(C1)C(=O)O2 (centres undefined)	-12%	4%	-9%	-3%	2.4%	8	-11	0%	5%
CCCCNC(=O)c1ccc2nc(CC)c(N(C)Cc3cccs3)n2c1	.	-3%	.	-3%	.	3	-2	.	.
O=C(O)COc1ccccc1/C=N/NC(=O)CN1CCN(Cc2ccc(Cl)cc2)CC1	-18%	2%	5%	2%	0.0%	-6	1	0%	0%
Cc1ccc(-c2csc3ncnc(SCC(=O)Nc4nnc(C)s4)c23)cc1	-14%	0%	10%[57.1 µM]	-2%	1.7%	-2	-7	-13%	-4%
COCCNC(=O)C(c1ccc(C)cc1)N(C(=O)CCC(=O)Nc1ccccn1)C1CCCCC1 (centres undefined)	?	-4%	6%[0.457 µM]	-3%	-0.3%	0	-8	0%	16%
O=C(COC(=O)COc1ccccc1)NCCC1=CCCCC1	-17%	0%	0%	-2%	-1.1%	-4	-2	-13%	1%
NNC(=O)COc1ccc(C2SCCS2)cc1	-1%	1%	10%[57.1 µM]	-1%	-2.0%	6	-9	5%	3%
CCCC(C)c1nnc(NC(=O)C2CC(=O)N(CCc3ccc(F)cc3)C2)s1 (centres undefined)	-9%	-1%	3%	-2%	3.1%	-14	-1	8%	17%
Cn1nnc2cc(C(=O)NCc3ccc4c(c3)OCO4)ccc21	-15%	-4%	1%	0%	0.1%	-2	-2	.	-5%
CCCN1C(=O)C(NC(=O)c2ccccc2OC)(C(F)(F)F)C(C(=O)OC)=C1C (centres undefined)	-6%	-1%	1%	-3%	2.4%	-1	-2	-2%	?
COc1ccc(OCCNc2cc(Cl)ccc2[N+](=O)[O-])cc1	?	-27%	3%	-3%	1.1%	-3	-3	?	-4%
Cc1cc(N/C=C/C(=O)c2ccccc2)ccc1Br	-4%	-1%	-6%	0%	-0.7%	-11	-1	0%	5%
O=C(CNC(=O)C(c1ccccc1)c1ccccc1)OCc1ccccc1	-17%	0%	-2%[57.1 µM]	-2%	0.2%	2	-4	-3%	0%
Cc1ccc(N=Cc2c(O)n(-c3cc(Cl)ccc3N3CCOCC3)c(=O)c3ccccc23)cc1C	-11%	-11%	3%[57.1 µM]	-6%	-1.1%	-5	-8	5%	1%
O=C(N/C(=C\c1ccc(Cl)cc1)C(=O)N1CCOCC1)c1ccco1	-12%	-6%	4%	0%	0.7%	-3	-6	-1%	2%
CCOc1ccccc1C(=O)n1nc(C)cc1C	-13%	2%	2%	-6%	-3.2%	6	-4	-3%	6%
CCn1cc(C(=O)N2CCN(c3ccc(F)cc3)CC2)c(=O)c2cc(S(=O)(=O)N3CCOCC3)ccc21	-19%	-1%	-1%	-2%	5.4%	-2	1	-12%	-6%
CCOc1ccc(NC(=O)CSc2ncc3c(n2)-c2ccccc2N(C)S3(=O)=O)cc1	-21%	-4%	23%[57.1 µM]	-3%	?	-3	-3	1%	-21%
Cc1ccc(OCC(=O)NCCCNC(=O)c2ccco2)cc1	-22%	-2%	0%	-4%	-0.1%	-2	1	-2%	-10%
Clc1nc(NC2CCCC2)nc(N2CCOCC2)n1	-15%	-1%	2%[57.1 µM]	-1%	1.2%	2	-2	-15%	7%
CCN1CCCC1CNC(=O)CSc1cc(=O)n(CC)c2ccccc12 (centres undefined)	-2%	2%	11%	-1%	7.9%	-2	3	-6%	1%

Not all compounds are listed. The share of hits here may be higher or lower than overall.
